# Compound activity: PubChem BioAssay, National Center for Advancing Translational Sciences (NCATS)
# aSyn yeast inh: inhibitors of alpha-synuclein toxicity in yeast | Yeast expressing alpha-synuclein, growth rescue, BacTiter-Glo, 24 h | Potency, µM (highest dose often 46.1 µM), without a hit: top-dose growth rescue (activation), most hits filed as activators | hit rate 0.14% among 370,000 | AID 652106; also: potency is read from the fitted curve at half-maximal effect; % of control where 0% means no effect; nearly all actives have a fitted effect of over 65% in size
#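 Galactose-induced alpha-syn yeast (OD600=0.02, raffinose-pregrown) + pinned cpd, 24 hr, 30 deg C; growth by BacTiter-Glo luminescence. Growth restoration scores as activation.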
# TDP43 rescue: TDP-43 toxicity inhibition in yeast; TDP-43 expressing yeast growth rescue, BacTiter-Glo, 24 h; hit rate 1.8% among 410,000; Potency, µM (doses to about 46.1 µM), inactives show at the top dose growth rescue (activation), actives largely listed as activators; AID 652104; also: potency is read from the fitted curve at half-maximal effect; % of control where 0% means no effect; nearly all actives have a fitted effect of over 50% in size
#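 In this qHTS, compounds that restore growth of yeast expressing TDP-43 appear as activators. Cells (OD600=0.02, galactose medium, raffinose-pregrown) are incubated with compound 24 hr at 30 deg C and growth is quantified by BacTiter-Glo.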
# KB-V1 cytotox: kills drug-selected multidrug resistant KB-V1 cells; hit rate 3.4% among 400,000; Potency, µM (titrated, usually from 46.1 µM), inactives show at the highest dose activity change, negative = cytotoxicity, hits mostly cytotoxic; AID 1347076; KB-V1 MDR cells viability, CellTiter-Glo, 72 h; also: potency is read from the fitted curve at half-maximal effect; % is scaled to controls: 0 for no effect and ±100 for the full control effect; nearly all actives have a fitted effect of over 60% in size
#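 qHTS viability screen in drug-selected KB-V1 MDR cells: 72 h compound treatment at 37 degrees C, ATP luminescence end point.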
# DRD3 antagonist: blocks the human D3 dopamine receptor. D3R cells, DiscoveRx beta-arrestin luminescence, antagonist mode; stronger effect = lower value. max response, negative = inhibition, %. hit rate 2.5% among 360,000; in the data active = max response below about -50%; inconclusive = no clear call, values can overlap the other calls; also: % is scaled to controls: 0 for no effect and ±100 for the full control effect; mostly tested at two doses, the higher about 12 µM
#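 Cells expressing the human receptor were seeded at 1500 cells/well, incubated overnight at 37 degrees C in 5% CO2, then exposed to library compounds with dopamine controls for 90 minutes at 37 degrees C before luminescent detection.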
# PTHR1 ag: agonists of human PTHR1 parathyroid hormone receptor; Potency, µM (top dose mostly 115 µM), without a hit: top-dose activation, actives largely listed as activators; Q03431; AID 743266; hit rate 0.075% among 410,000; HEK293 GP2 PTHR1 cells, GloSensor cAMP luminescence, 1 h; also: potency is read from the fitted curve at half-maximal effect; nearly all actives have a fitted effect of over 55% in size; some results filed as inactive show a strong effect at the top dose; inactives centre near -15; many of its hits are not listed in these tables
# Target sequence (Q03431 whole entry, looked up): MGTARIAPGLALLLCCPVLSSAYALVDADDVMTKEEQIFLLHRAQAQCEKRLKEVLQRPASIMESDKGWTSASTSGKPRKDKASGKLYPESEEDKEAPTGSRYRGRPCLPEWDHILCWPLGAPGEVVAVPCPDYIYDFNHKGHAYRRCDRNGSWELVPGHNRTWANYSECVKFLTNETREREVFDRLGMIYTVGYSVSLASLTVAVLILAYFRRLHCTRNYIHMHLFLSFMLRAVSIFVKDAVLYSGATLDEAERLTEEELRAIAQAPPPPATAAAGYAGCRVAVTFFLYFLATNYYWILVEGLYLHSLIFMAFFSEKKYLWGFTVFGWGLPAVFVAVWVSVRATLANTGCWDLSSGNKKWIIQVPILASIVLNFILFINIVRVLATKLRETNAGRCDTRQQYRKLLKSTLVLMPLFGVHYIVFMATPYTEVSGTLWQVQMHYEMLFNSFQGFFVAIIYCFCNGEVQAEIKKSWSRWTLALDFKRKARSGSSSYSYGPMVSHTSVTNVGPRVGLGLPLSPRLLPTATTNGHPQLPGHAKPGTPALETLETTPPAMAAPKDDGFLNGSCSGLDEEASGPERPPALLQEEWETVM
#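 HEK-293-derived GP2 cells expressing PTHR1 and a GloSensor cAMP reporter, 3,000/well, plated overnight, given luciferin plus IBMX (each 0.5 mM as added) for 1 h at 37 °C, then compound for 1 h at 37 °C. Luminescence was read after 15 min at room temperature.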
# GLP1R inv ag: inverse agonists of human GLP-1 receptor; HEK293 GLP-1R CRE-luciferase, luminescence, 24 h; GLP-1R form is constitutively active; hit rate 1.6% among 410,000; P43220; Potency, µM (titrated, usually from 38.3 µM), without a hit: at the top dose activity change, negative = inhibition, hits mostly inhibitors; also: potency is read from the fitted curve at half-maximal effect; % is scaled to controls: 0 for no effect and ±100 for the full control effect; nearly all actives have a fitted effect of over 55% in size
# Target sequence (P43220 whole entry, looked up): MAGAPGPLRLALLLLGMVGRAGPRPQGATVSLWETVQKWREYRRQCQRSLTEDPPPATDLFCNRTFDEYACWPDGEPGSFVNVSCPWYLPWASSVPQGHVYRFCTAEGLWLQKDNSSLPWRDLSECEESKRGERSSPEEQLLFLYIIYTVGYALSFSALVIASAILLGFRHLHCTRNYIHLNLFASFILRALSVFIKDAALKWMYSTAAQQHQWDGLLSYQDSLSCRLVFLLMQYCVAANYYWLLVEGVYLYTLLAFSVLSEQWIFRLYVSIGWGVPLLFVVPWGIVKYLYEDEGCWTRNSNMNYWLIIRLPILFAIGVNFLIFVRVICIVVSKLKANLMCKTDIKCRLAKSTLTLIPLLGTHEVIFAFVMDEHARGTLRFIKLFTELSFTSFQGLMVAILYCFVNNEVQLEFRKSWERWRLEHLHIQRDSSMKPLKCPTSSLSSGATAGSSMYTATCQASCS
#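 Using stably transfected HEK293 (constitutively active GLP-1R, cAMP-luciferase reporter), compounds were incubated 24 hr and luciferase measured by luminescence.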
# GLP-1R agonist: GLP-1 receptor (human) agonism | hit rate 0.007% among 380,000 | Potency, µM (doses to about 45.6 µM), for the others: at the highest dose activation, most hits filed as activators | HEK293 GLP-1R CRE-luciferase, luminescence, 4-6 h; cells express a hypersensitive GLP-1R form | AID 624172; also: potency is read from the fitted curve at half-maximal effect; % of control where 0% means no effect
# GLP1R cytotox: cytotoxic in the GLP-1 receptor inverse agonist counter-screen | hit rate 0.13% among 410,000 | AID 624418 | HEK293 cAMP-luciferase reporter cells, luminescence, 24 h | Potency, µM (titrated, usually from 38.3 µM), for inactives: top-dose activity change, negative = inhibition, actives largely listed as inhibitors;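 also: loss of luciferase light is scored as toxicity; potency is read from the fitted curve at half-maximal effect; % is scaled to controls: 0 for no effect and ±100 for the full control effect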
#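 Seeding density was 200 cells/uL; after overnight-length (12 h) culture, 23 nL compounds went on for 24 h at 37 °C. Readout used a luciferase detection reagent, luminescence taken after 12 min at room temperature.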
# D3 ag: D3 dopamine receptor (human) agonism; max activation, %; hit rate 0.58% among 410,000; D3R DiscoveRx beta-arrestin cells, luminescence, 90 min; P35462; in the data active = max activation above about 30%; also: 0% is about no effect; mostly tested at two doses, the higher about 12 µM
#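 Agonist mode: compounds and dopamine controls were applied to plated cells for 90 min at 37 degrees C after an overnight attachment at 1500 cells/well. Luminescent read-out followed 30 - 60 minutes at room temperature with DiscoveRx detection reagent.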
# * = called active by the depositor; i = inactive; ? = inconclusive; · = not tested or not shown; & = joins results of further samples; [ ] = dose if it differs, or a comment. Unless noted, calls follow the shape of the dose curve; as a rule, active = well fitted curve in the direction sought with a large enough effect; inconclusive = small, poorly fitted or top-dose-only effect, or another doubt; inactive = no such curve, though single readings can be large; an effect the other way counts as inactive or inconclusive. This is a subset (hit frequency here may not be typical).
# The first 14 entries as a preview:
SMILES,aSyn yeast inh,TDP43 rescue,KB-V1 cytotox,DRD3 antagonist,PTHR1 ag,GLP1R inv ag,GLP-1R agonist,GLP1R cytotox,D3 ag
CC1(C(=O)OCC(=O)NNC(=O)COc2ccc(Cl)cc2)CC1(Cl)Cl (stereo not given),7%,21%,10%,?,i,-11%,-6%,11%,2
Cc1csc(-c2cc(C(=O)NCc3cc(C(F)(F)F)cc(C(F)(F)F)c3)n[nH]2)c1,0%,18%,-15%,-17,0%,?,2%,-8%,-2
O=C1CCc2cc(S(=O)(=O)N3CCN(Cc4ccc5c(c4)OCO5)CC3)ccc2N1,-2%,-38%[inhibitor],?,3,-6%,-1%,-4%,-5%,8
COc1ccc(/C=C2\SC(N3CCc4ccccc4C3)=NC2=O)cc1OC,1%,?,12µM*,-2,-15%,21%,15%,-10%,-10
Cc1ccc(C(NC(=O)N2CCCC2)C(Cl)Cl)cc1F (stereo not given),1%,-14%,?,7,-14%,17%,0%,17%,-1
O=C(NCc1ccc(F)cc1)c1cc(-c2ccncc2)nc2ccccc12,-1%,4%,?,23,-7%,-28%,17%,-9%,4
Cc1cc(C)c2nc(SCC(=O)NC(=O)c3cccn3C)cc(C)c2c1,0%,-12%,-12%,-7,-31%,-3%,9%,-4%,-1
COc1ccc(NC(=O)Cc2ccc(Cl)c(Cl)c2)cn1,-6%,12%,0%,-5,-11%,-2%,13%,0%,0
COc1ccccc1N1CCN(c2nc3ccc(C(=O)c4ccccc4)cc3n3c(C)nnc23)CC1,·,7%,3%,·,i,13%,·,-10%,4
CC1(C)C(N(O)C(=O)Nc2ccccc2)N(c2cccc(Cl)c2)C(=O)N1O (stereo not given),2%,-2%,12%,-5,29%[57.5 µM],?,3%,-2%,-8
CCOC(=O)Cn1nc(NC(=O)COc2ccc(F)cc2)cc1C,-5%,7%,-2%,7,-14%,7%,0%,14%,-6
Brc1ccc(-c2nnc3sc(CNCc4ccc5c(c4)OCO5)cn23)cc1,4%,-2%,-13%,0,-15%,10%,4%,1%,-11
CCCCCCCCC(=O)N/N=C(\C)c1cccnc1,4%,19%,-1%,-22,i,-18%,3%,-3%,8
NC(=O)CCC(C(=O)O)N1C(=O)c2ccc(O)cc2C1=O (stereo not given),2%,8%,26%,14,i,-3%,-2%,-1%,5

# This part in full, from the first entry:
SMILES,aSyn yeast inh,TDP43 rescue,KB-V1 cytotox,DRD3 antagonist,PTHR1 ag,GLP1R inv ag,GLP-1R agonist,GLP1R cytotox,D3 ag
CC1(C(=O)OCC(=O)NNC(=O)COc2ccc(Cl)cc2)CC1(Cl)Cl (stereo not given),7%,21%,10%,?,i,-11%,-6%,11%,2
Cc1csc(-c2cc(C(=O)NCc3cc(C(F)(F)F)cc(C(F)(F)F)c3)n[nH]2)c1,0%,18%,-15%,-17,0%,?,2%,-8%,-2
O=C1CCc2cc(S(=O)(=O)N3CCN(Cc4ccc5c(c4)OCO5)CC3)ccc2N1,-2%,-38%[inhibitor],?,3,-6%,-1%,-4%,-5%,8
COc1ccc(/C=C2\SC(N3CCc4ccccc4C3)=NC2=O)cc1OC,1%,?,12µM*,-2,-15%,21%,15%,-10%,-10
Cc1ccc(C(NC(=O)N2CCCC2)C(Cl)Cl)cc1F (stereo not given),1%,-14%,?,7,-14%,17%,0%,17%,-1
O=C(NCc1ccc(F)cc1)c1cc(-c2ccncc2)nc2ccccc12,-1%,4%,?,23,-7%,-28%,17%,-9%,4
Cc1cc(C)c2nc(SCC(=O)NC(=O)c3cccn3C)cc(C)c2c1,0%,-12%,-12%,-7,-31%,-3%,9%,-4%,-1
COc1ccc(NC(=O)Cc2ccc(Cl)c(Cl)c2)cn1,-6%,12%,0%,-5,-11%,-2%,13%,0%,0
COc1ccccc1N1CCN(c2nc3ccc(C(=O)c4ccccc4)cc3n3c(C)nnc23)CC1,·,7%,3%,·,i,13%,·,-10%,4
CC1(C)C(N(O)C(=O)Nc2ccccc2)N(c2cccc(Cl)c2)C(=O)N1O (stereo not given),2%,-2%,12%,-5,29%[57.5 µM],?,3%,-2%,-8
CCOC(=O)Cn1nc(NC(=O)COc2ccc(F)cc2)cc1C,-5%,7%,-2%,7,-14%,7%,0%,14%,-6
Brc1ccc(-c2nnc3sc(CNCc4ccc5c(c4)OCO5)cn23)cc1,4%,-2%,-13%,0,-15%,10%,4%,1%,-11
CCCCCCCCC(=O)N/N=C(\C)c1cccnc1,4%,19%,-1%,-22,i,-18%,3%,-3%,8
NC(=O)CCC(C(=O)O)N1C(=O)c2ccc(O)cc2C1=O (stereo not given),2%,8%,26%,14,i,-3%,-2%,-1%,5
CCCC(=O)NCCc1ccc(F)cc1,-9%,2%,18%,-7,i,4%,2%,-6%,8
CN(Cc1ccc(F)cc1)C(=O)c1cccc(S(=O)(=O)N2CCN(c3ccccc3)CC2)c1,8%,15%,?,-7,-93%[inhibitor],?,-2%,2%,-13
CCc1cccc(CC)c1NC(=O)Cn1c(=O)c(-c2cc(C)ccc2NC(C)=O)nc2ccccc21,·,12%,4%,·,15%,5%,·,2%,0
O=C1NC(=O)/C(=C/c2cccc(O)c2)N1,7%,-6%,-25%,-6,-21%,15%,-6%,6%,-4
COc1ccc(NC(C)=O)cc1NC(C)C(=O)Nc1ccc(F)c(F)c1F (stereo not given),-2%,-2%,1%,2,i,2%,-3%,4%,-8
O=C(Nc1cccc2nsnc12)c1ccc(F)cc1,0%,26%,-17%,13,i,0%,-10%,107%[activator],1
O=C(Nc1ccc(Cn2nnc3ccccc32)cc1)c1ccco1,0%,-12%,16µM*,15,-11%[57.5 µM],6%,0%,-28%,-6
O=C(CSc1nc2ccccc2o1)NCc1ccco1,10%,-2%,19%,0,-3%[57.5 µM],-7%,-4%,-1%,2
CCC(C)NC(=O)c1cccc(OCc2c(C)noc2C)c1 (stereo not given),-8%,-15%,?,2,-49%[inhibitor],-3%,5%,-4%,2
CCC(=O)Nc1ccc(C(=O)CSc2nnc(-c3ccc(O)cc3)n2CC2CCCO2)cc1 (stereo not given),-6%,-15%,18%,10,-1%[57.5 µM],11%,-11%,1%,-7
Cn1cc([N+](=O)[O-])c(C(=O)NCc2cc3cc(Cl)ccc3[nH]2)n1,-2%,13%,0%,10,-24%,-2%,0%,-1%,-2
COc1ccccc1N1CCN(c2c3c(nc4nncn24)CCC3)CC1,·,-11%,·,·,?,1%,·,-13%,-12
COc1cc(C)ccc1OCCOc1c(C)cc(Cl)cc1Cl,-13%,11%,3%,-2,-15%,7%,-3%,3%,8
Cc1ccc(/C=N/NS(=O)(=O)c2ccccc2)o1,0%,-3%,-19%,-15,-11%,13%,10%,29%,0
CN(c1cccc(F)c1)c1cc2c(c3c1ccn3C)C1CCC2C1 (stereo not given),0%,15%,-16%,-11,-26%,-1%,6%,19%,-9
CCCc1nc(SCC(=O)NCC2CCCO2)c2c(=O)n(C)c(=O)n(C)c2n1 (stereo not given),3%,14%,6%,14,i,7%,-4%,0%,2
O=C1C=C(c2ccccc2)OC2(CCCC2)O1,·,?,7%,19,-33%[inhibitor],6%,0%,0%,0
COc1ccccc1C(=O)Nc1nnc(S(=O)(=O)N(C)Cc2ccccc2)s1,5%,7%,-8%,15,-27%,-40%,-4%,-4%,5
CC(=O)c1cccc(NC(=O)Nc2sc3nc4n(c(=O)c3c2C)CCC(C)CC4)c1 (stereo not given),·,11%,?,·,i,?,·,-1%,-16
O=C(CCS(=O)(=O)c1ccc2c(c1)NC(=O)CS2)NCc1cccs1,-2%,0%,?,-12,i,-22%,-6%,-12%,5
CCN(c1ccccc1)c1nnc(NC(=O)Nc2ccccc2F)s1,·,15%,9%,·,?,1%,·,1%,3
COC(=O)Cc1cc(=O)oc2cc(O)ccc12,2%,-6%,0%,1,-12%,31%,12%,·,8
Cc1cc(C)n(-c2ncnc3sc4c(c23)CC(C)CC4)n1 (stereo not given),1%,-9%,?,-7,-14%[57.5 µM],-18%,2%,6%,2
COc1cc(NC(=O)CNC(=O)Cn2ccc3ccccc3c2=O)cc(OC)c1OC,0%,-19%&-19%,?,5,?,3%&-20%,1%&-2%,2%&0%,-10&-2
Cc1cccc(C)c1NC(=O)Cn1c(=O)n(CCC(=O)NCc2ccco2)c(=O)c2sccc21,7%,-20%,8%,11,-7%[57.5 µM],2%,-14%,6%,6
CCOc1ccc(NC(=O)CN(C)C(=O)c2cn(-c3ccc(C)cc3)nc2-c2cccc(OC)c2)cc1OCC,-26%,4%,5.8µM*,16,i,?,-2%,-27%,6
CCC(C)N(C(=O)CSc1nc(C)c(C)c(C)c1C#N)C1CCS(=O)(=O)C1 (stereo not given),-1%,0%,-10%,-10,-18%,2%,0%,6%,-11
C=CCn1c(=S)sc2c(=O)[nH]c(C)nc21,-2%,3%,1%,-14,i,0%,-7%,0%,-2
COc1ccc(-c2noc(CN(C(=O)C(C)(C)C)C(C)C)n2)cc1,2%,20%,21µM*,-25,i,-8%,3%,9%,-2
CCn1c(SCC(=O)NCCc2ccc(OC)c(OC)c2)nc2c1c(=O)n(C)c(=O)n2C,-3%,16%,-20%,8,i,17%,1%,-4%,1
